Bioassay records: PubChem BioAssay, National Center for Advancing Translational Sciences (NCATS)
LmPK inhibitor – LmPK (Leishmania mexicana) enzyme inhibition; purified LmPK, Kinase-Glo ATP luminescence, 1 h; Potency, µM (highest dose often 57.5 µM), for the others: top-dose activity change, negative = inhibition, usual class: inhibitors; Q27686; 0.37% of 290,000 active; further: potency means the concentration at half of the fitted maximal effect; on the % scale 0 is the no-effect control and ±100 the full control effect
Target sequence (Q27686 whole entry, looked up): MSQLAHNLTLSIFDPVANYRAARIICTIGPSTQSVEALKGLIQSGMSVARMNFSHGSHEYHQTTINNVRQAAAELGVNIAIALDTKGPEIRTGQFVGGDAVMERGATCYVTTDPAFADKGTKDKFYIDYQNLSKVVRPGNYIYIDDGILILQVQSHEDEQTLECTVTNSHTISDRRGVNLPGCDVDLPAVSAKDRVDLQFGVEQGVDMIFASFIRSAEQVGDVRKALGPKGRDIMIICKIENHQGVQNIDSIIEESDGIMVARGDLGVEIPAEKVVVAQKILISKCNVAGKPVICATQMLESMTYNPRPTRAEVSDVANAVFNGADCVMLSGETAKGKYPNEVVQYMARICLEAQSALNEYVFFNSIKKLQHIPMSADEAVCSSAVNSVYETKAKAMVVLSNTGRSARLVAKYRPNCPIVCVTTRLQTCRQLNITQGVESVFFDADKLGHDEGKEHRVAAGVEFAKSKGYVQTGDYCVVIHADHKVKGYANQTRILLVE
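0.1 nM LmPK, 0.5 mM PEP, 0.1 mM ADP; 50 mM imidazole pH 7.2, 7 mM MgCl2, 50 mM KCl; 1 h RT. Kinase-Glo luminescence readout, normalized to no-enzyme (full inhibition) and uninhibited wells.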
Pf growth 96h – P. falciparum growth inhibition at 96 hour, primary screen for plastid delayed-death inhibitors; P. falciparum luciferase reporter growth, 96 h; Potency, µM (top dose mostly 28.7 µM), for the others: top-dose activity change, negative = inhibition, usual class: inhibitors; 6.9% of 320,000 active; further: potency means the concentration at half of the fitted maximal effect; on the % scale 0 is the no-effect control and ±100 the full control effect
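Delayed-death screen, second-generation endpoint: infected erythrocytes, 2% hematocrit, 0.05% parasitemia final; 96 hours at 37 C, 5% CO2; luciferase detection reagent; luminescence decrease equals reduced growth.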
AmpC no deterg – blocks E. coli AmpC beta-lactamase in detergent-free assay; 0.52% of 330,000 active; AID 485341; AmpC nitrocefin hydrolysis, absorbance 480 nm, 0.0001% Triton; Potency, µM (titrated, usually from 57.1 µM), for inactives: top-dose activity change, negative = inhibition, actives largely listed as inhibitors;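 further: potency means the concentration at half of the fitted maximal effect; plate controls were no compound for no effect and no enzyme for full effect; nearly all actives have a fitted effect of over 20% in size; some results filed as inactive show a strong effect at the top dose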
Target sequence (P00811 whole entry, looked up): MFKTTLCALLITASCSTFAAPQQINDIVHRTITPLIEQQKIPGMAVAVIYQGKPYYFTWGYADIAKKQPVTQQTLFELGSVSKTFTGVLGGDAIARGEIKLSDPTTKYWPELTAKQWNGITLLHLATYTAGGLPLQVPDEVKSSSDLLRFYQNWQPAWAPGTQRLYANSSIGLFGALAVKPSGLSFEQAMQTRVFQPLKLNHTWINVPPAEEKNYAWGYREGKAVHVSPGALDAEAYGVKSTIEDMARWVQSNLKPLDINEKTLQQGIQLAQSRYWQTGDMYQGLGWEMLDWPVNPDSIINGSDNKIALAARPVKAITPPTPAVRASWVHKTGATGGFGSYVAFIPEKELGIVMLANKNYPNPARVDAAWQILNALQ
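AmpC (5.3 nM in the dispensed reagent) in 20 mM phosphate pH 7.0 with 0.01% (detergent screen) or 0.0001% Triton X-100 was preincubated with compounds for 15 min at room temperature. Nitrocefin was then added from an 800 uM solution, and hydrolysis was followed at 480 nm.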
CHX counter – counter-screen hit for Shiga toxin inhibitors, cycloheximide. 12% of 300,000 active. cell reporter, cycloheximide protein synthesis inhibition counterscreen. max response, %; in the data active means max response mostly above about 13%, no sharp cut-off; inactive means mostly below about 14%; further: read at 38.3 µM for the half of the compounds with a filed dose; 0% is about no effect
Shiga inhibitor – Shiga toxin inhibition. Vero cells, Shiga toxin protein synthesis inhibition reporter. inhibition, % at 38.7 µM. 9.2% of 290,000 active; in the data active means inhibition mostly above about 28%, no sharp cut-off; inactive means mostly below about 43%; further: 0% is about no effect
Pf growth 48h – inhibits P. falciparum growth in the first generation, 48 h; P. falciparum luciferase growth in erythrocytes, 48 h; Potency, µM (titrated, usually from 28.7 µM), for inactives: at the highest dose activity change, negative = inhibition, actives largely listed as inhibitors; 5.9% of 310,000 active; AID 504832; further: potency means the concentration at half of the fitted maximal effect; on the % scale 0 is the no-effect control and ±100 the full control effect
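In quantitative HTS format, infected erythrocytes bearing luciferase-reporter parasites were treated for a single generation at 37 C. Luminescence after adding detection reagent served as the growth measure.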
TbPYK inhibitor – blocks Trypanosoma brucei pyruvate kinase; Potency, µM (series often up to 76.8 µM), inactives show at the highest dose activity, negative = inhibition, usual class: inhibitors; Q57TT1; TbPYK enzyme, Kinase-Glo Plus ATP luminescence, 45 min; 0.12% of 410,000 active; further: potency means the concentration at half of the fitted maximal effect; on the % scale 0 is the no-effect control and ±100 the full control effect; nearly all actives have a fitted effect of over 50% in size
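Luminescence from Kinase-Glo Plus, added after a 45-minute room-temperature reaction, served as the end-point read-out. The enzyme and substrate were preincubated with compound before ADP (130 uM final) initiated turnover. Concentration-effect curves came from normalized qHTS data.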
* hit, by the source's call; u = inconclusive; x = no result given; & = joins results of further samples; [ ] = dose if it differs, or a comment. Unless noted, the call rests on the fitted dose curve; in most records, active means well fitted curve in the direction sought with a large enough effect; inconclusive means small, poorly fitted or top-dose-only effect, or another doubt; inactive means no such curve, though single readings can be large; an effect the other way counts as inactive or inconclusive. Rows are unselected. Share with any hit: about 22%.

The first 14 entries, ahead of the listing:
SMILES	LmPK inhibitor	Pf growth 96h	AmpC no deterg	CHX counter	Shiga inhibitor	Pf growth 48h	TbPYK inhibitor
Cc1ccc[n+](CC(=O)Nc2c(Cl)cc(Cl)cc2Cl)c1	6%	-7%	-8%	25*	76*	3%	-2%
CC(C)NC(=O)c1ccccc1NC(=O)Cc1ccc(Br)cc1	0%	10%	-11%	-6	6	-16%[5.75 µM]	3%
Cc1oc(-c2cc(F)cc(F)c2)nc1CN1CCN(C(=O)c2ccco2)CC1	-2%	u	81%[activator]	-2	-9	5%	-8%
CCOC(=O)c1ccc(-n2c(=S)sc3c(=O)[nH]c(C)nc32)cc1	-2%	30%[activator]	-8%	0	-1	8%	-25%
Clc1ccccc1Nc1nc(-c2cccnc2)cs1	-26%	36%[activator]	5%	41*	50*	19%	-7%
CC1(C)CC(C(CCN(Cc2ccccc2)C(=O)c2ccco2)c2ccc(F)cc2)CCO1 (stereo not given)	0%	1.5µM*	151%[activator]	15	-8	12µM*	-8%
Cc1ccc2cc(CCNS(=O)(=O)c3ccc(Cl)cc3)c(=O)[nH]c2c1C	2%	-12%	-5%	-2	-4	-11%	-6%
COc1ccc(-c2oc3ccccc3c(=O)c2OC(C)=O)cc1	-10%	u	0%	34*	68*	u	-4%
Cc1ccc(N(CC(=O)NC2CCCCC2)C(=O)Cn2nnc(-c3ccc(C)o3)n2)cc1	9%	-37%	44%	-6	2	-36%	4%
CCC(=O)N(CCc1ccccc1)Cc1cc2cc3c(cc2[nH]c1=O)OCO3	-4%	u	-16%	4	-19	u	-8%
N#CCSc1nc2ccccc2c(=O)n1CC1CCCC1	1%	112%[activator]	-28%	9	-13	-36%	-14%
CCCN1CCN(CC(=O)Nc2nc3ccccc3s2)CC1	3%	11%	-6%	13	19	-2%	-2%
NS(=O)(=O)c1ccc(Nc2ncccc2[N+](=O)[O-])cc1	2%	132%[activator]	-9%	16	30	x	-5%
CCNC(=S)N(Cc1cc2cc(C)c(C)cc2[nH]c1=O)C1CCCC1	-2%	0%	-14%	-1	-14	-3%	-6%

The whole of this part (from the top)
SMILES	LmPK inhibitor	Pf growth 96h	AmpC no deterg	CHX counter	Shiga inhibitor	Pf growth 48h	TbPYK inhibitor
Cc1ccc[n+](CC(=O)Nc2c(Cl)cc(Cl)cc2Cl)c1	6%	-7%	-8%	25*	76*	3%	-2%
CC(C)NC(=O)c1ccccc1NC(=O)Cc1ccc(Br)cc1	0%	10%	-11%	-6	6	-16%[5.75 µM]	3%
Cc1oc(-c2cc(F)cc(F)c2)nc1CN1CCN(C(=O)c2ccco2)CC1	-2%	u	81%[activator]	-2	-9	5%	-8%
CCOC(=O)c1ccc(-n2c(=S)sc3c(=O)[nH]c(C)nc32)cc1	-2%	30%[activator]	-8%	0	-1	8%	-25%
Clc1ccccc1Nc1nc(-c2cccnc2)cs1	-26%	36%[activator]	5%	41*	50*	19%	-7%
CC1(C)CC(C(CCN(Cc2ccccc2)C(=O)c2ccco2)c2ccc(F)cc2)CCO1 (stereo not given)	0%	1.5µM*	151%[activator]	15	-8	12µM*	-8%
Cc1ccc2cc(CCNS(=O)(=O)c3ccc(Cl)cc3)c(=O)[nH]c2c1C	2%	-12%	-5%	-2	-4	-11%	-6%
COc1ccc(-c2oc3ccccc3c(=O)c2OC(C)=O)cc1	-10%	u	0%	34*	68*	u	-4%
Cc1ccc(N(CC(=O)NC2CCCCC2)C(=O)Cn2nnc(-c3ccc(C)o3)n2)cc1	9%	-37%	44%	-6	2	-36%	4%
CCC(=O)N(CCc1ccccc1)Cc1cc2cc3c(cc2[nH]c1=O)OCO3	-4%	u	-16%	4	-19	u	-8%
N#CCSc1nc2ccccc2c(=O)n1CC1CCCC1	1%	112%[activator]	-28%	9	-13	-36%	-14%
CCCN1CCN(CC(=O)Nc2nc3ccccc3s2)CC1	3%	11%	-6%	13	19	-2%	-2%
NS(=O)(=O)c1ccc(Nc2ncccc2[N+](=O)[O-])cc1	2%	132%[activator]	-9%	16	30	x	-5%
CCNC(=S)N(Cc1cc2cc(C)c(C)cc2[nH]c1=O)C1CCCC1	-2%	0%	-14%	-1	-14	-3%	-6%
CCC(=O)Nc1cccc(NC(=O)c2ccc(C)c([N+](=O)[O-])c2)c1	1%	37%	-30%	15	12	3%	0%
CC(OC(=O)CCN=C1NS(=O)(=O)c2ccccc21)C(=O)c1ccccc1 (stereo not given)	x	20%	-9%	x	x	u	-2%
O=C(NN=c1c(=O)c2ccccc2c1=O)c1ccccc1	-1%	17%	-26%	3	38	1%	1%
N#Cc1ccc(C(=O)NC2=NCCS2)cc1	1%	144%[activator]	-10%	34*	104*	134%[activator]	-1%
CN(C)S(=O)(=O)c1ccc(Cl)c(NC(=O)CN2CCC(Cc3ccccc3)CC2)c1	1%	u	-10%[11.4 µM]	-3	-2	u	-3%
Cc1ccccc1-c1nc(Cc2ccccc2)no1	-9%	u	-26%	51*	69*	128%[activator]	0%
C/C(=N\N1CCN(c2ccccc2)CC1)c1ccccc1O	0%	u	-11%	23*	33	17%	2%
COc1ccc(OCC(=O)Nc2nccs2)cc1	25µM*	30%[activator]	-16%	12	6	110%[activator]	-25%
CC(=O)Nc1ccc(OCCOc2ccc(/C=C3\C(=N)N4N=C(C(C)C)SC4=NC3=O)cc2)cc1	-9%	u	-28%	-4	-13	27%	-6%
COc1cc(/C=N/N(C)C)ccc1OC(=O)c1ccco1	5%	3%	8%	19	-6	-14%	-12%
N#Cc1ccc(OCC(=O)N2CCN(S(=O)(=O)c3ccc(Cl)s3)CC2)cc1	x	u	-11%	x	x	u	2%
CCOC(=O)c1cc2cc(CC(=O)c3ccc(OCC)cc3O)ccc2o1	12%	124%[activator]	-10%	7	4	x	-5%
CN(C)S(=O)(=O)c1ccc(Cl)c(NC(=O)COC(=O)[C@@H]2CCCN2C(=O)c2cccs2)c1	8%	9%	17%	1	-27	6%	-3%
COc1ccc(S(=O)(=O)N2CCOCC2)cc1NC(=O)COc1ccccc1OC	-8%	21%	19%	-4	-8	0%	0%
CCc1ccc(NC(=O)C(=O)c2cn(CC(=O)N3CCCCC3)c3ccccc23)cc1	4%	u	-12%	-1	14	-29%	-4%
CC(OC(=O)COc1ccc(Nc2ccccc2)cc1)C(=O)N(C)c1ccccc1 (stereo not given)	x	24%	40µM*	x	x	2%	-15%
Cc1cc2c(c(=O)n1C1CC1)C(c1cccc(Cl)c1)C(C#N)=C(N)O2 (stereo not given)	2%	u	-23%	-2	-2	u	0%
CC(=O)c1cnc2n(c1=O)CCS2	2%	u	1%	-1	-7	u	-3%
O=C(COc1ccccc1[N+](=O)[O-])c1ccccc1	-4%	-8%	-7%	25*	25	u	-23%
Cc1cc(=O)n2nc(N3CCCC3C(=O)Nc3cccc(Cl)c3C)sc2n1 (stereo not given)	-1%	7%	-4%	-1	0	18%	0%
O/N=C1/C2C3C(Br)C4C5CC(C1C53)C24 (stereo not given)	3%	-4%	-24%	1	8	4%	-2%
Cn1c(CNC(=O)c2ccc(Cl)cc2)nnc1SCC(=O)NC1=NCCS1	-9%	2%	-9%	-7	2	-10%	0%
O=C(NCCCO)c1nnc(Cc2c(F)cccc2Cl)o1	2%	x	-11%	-4	-17	-8%	-1%
CN1C(=O)/C(=C/c2ccc(OCc3ccc(F)cc3)cc2)NC1=S	-1%	-20%	-37%	5	1	1%[0.00184 µM]	6%
O=C(CSc1nccn1-c1ccc(Cl)cc1)Nc1ccc2c(c1)OCO2	13%	-19%	-8%	6	14	u	1%
O=C(CN1C(=O)NC2(CCCC2)C1=O)OCCOc1ccc(F)cc1	x	53%[activator]	-23%	x	x	81%[activator]	1%
CC(=O)NS(=O)(=O)c1ccc(NC(=O)c2cc(-c3ccc(C)cc3)nc3ccccc23)cc1	3%	7%	-3%	-4	6	25%	-9%
COC(=O)CSc1nnc(-c2cccnc2)n1-c1cc(OC)cc(OC)c1	2%	-25%	1%	-2	14	11%	4%
COc1ccc(-c2cc(=O)oc3cc(OCC(=O)Nc4ccccn4)ccc23)cc1	2%	53%[activator]	-24%	26*	26*	37%[activator]	-17%
O=C(CCl)N1N=C(c2ccco2)CC1c1cccs1 (stereo not given)	9%	u	-20%	1	-6	12µM*	-23%
Cc1ccc2nc(SCC(=O)NCc3cccs3)[nH]c2c1	-2%	11%	-36%	11*	5	-7%	6%
CC(=O)Nc1nonc1-c1nc2ccccc2n1Cc1ccccn1	-2%	-13%	-9%	-2	-1	1%	1%
Cc1ccc(NC(=O)c2sc(Cl)nc2C)c(C)c1	-1%	4%	0%	12	1	-5%	5%
CCOC(=O)C1CCN(C(=O)CSc2nccc(C)n2)CC1	1%	5%	-1%[2.29 µM]	-2	2	-1%	-2%
Cc1ccc(NC(=S)NNC(=O)c2ccc(N3CCOCC3)c([N+](=O)[O-])c2)cc1Cl	0%	-10%	-30%	-4	12	0%	-7%
COc1cccc(CC(=O)OCC(=O)NCCc2ccc(F)cc2)c1	x	-30%	-1%	x	x	-23%	-11%

Next part
SMILES	LmPK inhibitor	Pf growth 96h	AmpC no deterg	CHX counter	Shiga inhibitor	Pf growth 48h	TbPYK inhibitor
CC1CCCCC1NC(=O)COC(=O)CN1C(=O)c2ccccc2C1=O (stereo not given)	x	3%	-8%	x	x	1%	-7%
Cc1cc(C(=O)NCc2ccc3c(c2)OCO3)ccc1[N+](=O)[O-]	-1%	87%[activator]	-26%	25*	23	1%	-2%
CCOCCCNC(=O)c1cc2c(-c3ccc(Cl)cc3)nn(C)c2s1	17%	-7%	127%[activator]	-5	-13	x	-5%
O=C(NCc1cccnc1)c1ccc2c(=O)n(CCCN3CCCC3=O)c(=S)[nH]c2c1	0%	-6%	-11%	-2	-5	u	x
O=C(N/N=C/c1cc(O)ccc1Br)c1cccnc1	0%	6%	-25%	-3	2	13µM*	0%
CCOCCCNC(=O)CCC(=O)NNc1nc2ccccc2c2nc(-c3ccccc3)nn12	3%	4%	-6%	0	-3	19%	2%&-3%
COc1cc(Cl)c(C)cc1NC(=O)CC1SC(N2CCOCC2)=NC1=O (stereo not given)	x	u	-1%	x	x	u	4%
